Growth percent in the NCI-60 one-dose screen (48 h, 10 µM unless noted): 100 = growth as untreated, 0 = no growth, -100 = all killed.
NCI-H522: NCI-H522 lung cancer. 78,000 compounds, 8% hits
NCI-H460: NCI-H460 lung cancer | 82,000 compounds, 6.8% hits
COLO 205: COLO 205 colon cancer | 79,000 compounds, 7.3% hits | AID 1794742
HT29: HT29 colon cancer | AID 1794748 | 81,000 compounds, 7.4% hits
NCI-H23: NCI-H23 lung cancer | 80,000 compounds, 4% hits | AID 1794731
HCT-15: HCT-15 colon cancer. 82,000 compounds, 5.2% hits
NCI-H322M: NCI-H322M lung cancer; 80,000 compounds, 2.7% hits
SW-620: SW-620 colon cancer; 82,000 compounds, 5.2% hits; AID 1794795
NCI-H226: NCI-H226 lung cancer. 79,000 compounds, 3.5% hits
* marks the source's active call; other numbers are inactive results; nt = not tested or not shown. Rule for the calls: active = growth percent below 10; inactive = the rest.

Sequence of screens – NCI-H522	NCI-H460	COLO 205	HT29	NCI-H23	HCT-15	NCI-H322M	SW-620	NCI-H226
1) Cc1cc(C)n(-c2cn3c(-c4ccc(Cl)cc4)csc3n2)n1
  75	101	100	87	91	96	91	100	81
2) O=C(Nc1ccc(Cl)cc1[N+](=O)[O-])C(=O)Nc1ccc(Cl)cc1[N+](=O)[O-]
  98	102	102	107	97	107	106	94	93
3) O=C(c1ccc(Cl)cc1Cl)C(Cl)Cl
  107	104	104	100	108	109	103	113	106
4) Cc1cn(C2CC(O)C(CO)O2)c(=O)n(CCCc2ccccc2)c1=O (stereo unspecified)
  144	115	108	nt	110	103	120	104	106
5) O=C1c2ccccc2-c2ccccc2C1(Cl)Cl
  -89*	4.1*	92	-38*	-21*	-60*	87	-66*	88
6) CCCCCN1C(=O)/C(=c2\sc3n(c2=O)NC2C(N=3)N(CC)C(=O)N2CC)c2ccccc21 (stereo unspecified)
  36	95	77	60	88	58	86	56	79
7) O=C1CC(c2ccc(Cl)cc2)c2cnn(Cc3ccc4c(c3)OCO4)c2N1 (stereo unspecified)
  42	99	96	77	87	100	82	101	72
8) O=C(Cn1cc(CN2C(=O)c3ccc([N+](=O)[O-])cc3C2=O)nn1)Nc1ccc(F)cc1
  97	109	118	109	97	104	105	102	102
9) Oc1ccc(/C=N/Nc2ccc3nnc(-c4ccccc4)n3n2)cc1
  69	74	97	90	72	66	83	96	90
10) Clc1ccccc1/C=C1\c2ccccc2-c2nc3ccccc3nc21
  72	105	nt	99	85	94	86	111	102
11) Fc1ccc(Nc2ccc3cc(OCCCN4CCOCC4)ccc3n2)cc1F
  -21*	37	nt	-6.9*	56	29	71	10	77
12) O=Cc1cc2ccccc2c2ccccc12
  80	106	108	103	107	86	111	107	96
13) CC1=NN2C(=NC3=C(CCC/C3=C\c3ccc(Cl)cc3)C2c2ccc(Cl)cc2)S1 (stereo unspecified)
  83	101	109	48	98	89	104	97	101
14) CCC(N)C(O)(c1ccccc1)c1ccccc1 (stereo unspecified)
  80	107	96	92	98	110	107	104	108
15) Cc1ccc2sc3c(NCc4ccccc4)nc4ccccc4c3c(=O)c2c1
  89	103	115	93	87	87	93	98	99
16) COc1cccc(C2CC(=O)Nc3c(-c4cccc(F)c4)nsc32)c1 (stereo unspecified)
  78	101	96	94	86	84	81	102	101
17) Clc1ccc(/C=N/N=C/c2ccc(Cl)cc2)cc1
  83	101	100	91	89	106	103	108	104
18) O=C(CCCCC(=O)Nc1ccc2c(c1)/C(=C/c1ccc[nH]1)C(=O)N2)NO
  49	98	89	69	106	96	64	84	91
19) CN(C)c1ccc(C(=O)c2ccc(N(C)C)c(N)c2)cc1N
  49	14	21	10.0*	40	26	49	10	76
20) O=C(/C=C/c1cccs1)Nc1ncc(Cc2ccc(Cl)c(Cl)c2)s1
  39	48	51	24	91	29	77	37	86
21) O=C(O)c1cccc2c1C(=O)c1cc([N+](=O)[O-])ccc1-2
  103	112	99	104	96	107	nt	109	100
22) CCCCNC(=O)Oc1ccc(/C(=C(\C)c2ccccc2)c2ccc(OCCN3CCCCC3)cc2)cc1
  73	40	14	0.9*	68	9.7*	75	61	87
23) CCOC(=O)c1sc(N/N=C(\C)c2ccc3c(c2)Nc2ccccc2S3)nc1C
  31	5.6*	-42*	30	14	5.7*	45	20	35
24) CCOC(=O)/C=C(\C(=O)OCC)C(C(=O)OCC)C(=O)OCC
  nt	106	110	100	103	94	100	102	100
25) COC(=O)/C=C1\Sc2ccc(C(F)(F)F)cc2NC1=O
  113	106	nt	110	87	106	114	115	102
26) COC(=O)[C@H](NC(=O)C1(C)CCC[C@]2(C)[C@H]3C[C@H]4C(C(C)C)=C[C@]3(CC[C@@H]12)[C@@H]1C(=O)CCC(=O)[C@@H]14)C(C)C (stereo partly specified)
  102	113	110	109	103	95	96	106	nt
27) C[n+]1noc([O-])c1-c1ccccc1
  92	106	117	107	96	100	108	104	107
28) O=C(CNc1nc(-c2ccccc2)cs1)Nc1cccc([N+](=O)[O-])c1
  -83*	4.9*	-64*	-62*	-92*	-79*	-71*	-67*	-42*
29) COc1ccc(C2=CC(c3cc(OC)c(OC)c(OC)c3)NC(=S)N2)cc1OC (stereo unspecified)
  nt	104	104	nt	102	99	nt	101	99
30) c1ccc(CCc2ccncc2)nc1
  86	109	107	104	115	104	106	105	101

Record cards (already shown).
COC(=O)/C=C1\Sc2ccc(C(F)(F)F)cc2NC1=O is entered as NCI-H522 = 113; NCI-H460 = 106; COLO 205 = nt; HT29 = 110; NCI-H23 = 87; HCT-15 = 106; NCI-H322M = 114; SW-620 = 115; NCI-H226 = 102
O=C(c1ccc(Cl)cc1Cl)C(Cl)Cl is entered as NCI-H522 = 107; NCI-H460 = 104; COLO 205 = 104; HT29 = 100; NCI-H23 = 108; HCT-15 = 109; NCI-H322M = 103; SW-620 = 113; NCI-H226 = 106

Next structures:
Sequence of screens – NCI-H522	NCI-H460	COLO 205	HT29	NCI-H23	HCT-15	NCI-H322M	SW-620	NCI-H226
31) O=C(NCc1ccccc1)NNC(=O)c1ccc(NC(=O)c2ccccn2)cc1
  99	109	127	111	93	98	105	111	103
32) COc1ccc(-n2c(-c3ccccc3)c(-c3ccccc3)c3c(SCC(=O)N/N=C/c4ccccc4[N+](=O)[O-])ncnc32)cc1
  78	94	89	86	77	85	95	92	48
33) CC[N+](CC)(CCCC(C)[N+]1(Cc2ccccc2)C(C)=CC=C1C)Cc1ccccc1 (stereo unspecified)
  75	97	68	44	72	98	97	89	81
34) CC(=O)N1N=C(c2ccc3c(c2)OCO3)CC1c1c(C)nn(-c2ccccc2)c1N(C)Cc1ccccc1 (stereo unspecified)
  nt	79	79	50	87	79	90	86	76
35) NS(=O)(=O)c1ccc(Cn2c(SCC(=O)N/N=C/c3ccc(O)cc3)nc3ccccc3c2=O)cc1
  65	101	108	105	96	94	83	101	94
36) CC(C(O)c1cc2c(c3ccccc13)CCCC2)N1CCOCC1 (stereo unspecified)
  95	88	101	84	99	88	88	75	90
37) Cc1cc(S(=O)(=O)c2ccc(Cl)cc2)nc(S(=O)(=O)c2ccc(Cl)cc2)c1C#N
  31	102	87	83	103	63	112	30	93
38) CC(C)(C)c1ccc(-c2nnc(-c3nc4ccccc4nc3Cl)o2)cc1
  99	88	104	116	91	82	93	66	87
39) Cc1cc(C)c2[nH]c(=O)c(C(c3nnnn3Cc3ccc4c(c3)OCO4)N3CCN(C)CC3)cc2c1 (stereo unspecified)
  120	112	114	110	105	110	107	110	102
40) O=C1/C(=C\c2ccc(F)cc2)CN(C(=O)c2ccccc2)C/C1=C\c1ccc(F)cc1
  -8.7*	58	51	-51*	62	1.6*	74	-44*	37
41) CCOC(=O)c1c(C)nc2c(c1N)CC(=O)N2Cc1ccc(F)cc1
  64	100	103	90	100	96	107	92	91
42) COc1ccc(C2Nc3nc(SC)n(C)c(=O)c3N=C3c4ccccc4C(=O)C32)cc1 (stereo unspecified)
  90	100	97	98	92	86	103	104	nt
43) COc1ccc(NC=O)cc1
  98	98	116	109	97	107	100	111	102
44) COC(C)(c1ccccc1)c1ccc(-c2ccccc2)cc1 (stereo unspecified)
  99	104	115	98	97	91	nt	96	89
45) C=CCn1c(SCC(=O)Nc2ccc(C(=O)/C=C/c3ccccc3)cc2)nnc1-c1ccc(OC)c(OC)c1
  68	88	91	80	81	64	86	100	86
46) Nc1cc([N+](=O)[O-])ccc1F
  101	112	103	nt	102	102	97	110	104
47) C#CC(=O)/C=C/CCCCCCC#CC(=O)CCC(=O)C#CCCCCCC/C=C/C(=O)C#C
  -79*	80	-0.8*	6.4*	15	12	94	8.5*	122
48) COc1ccc(Cn2nc(-c3ccc(OC)cc3)c3c2CCc2cnoc2-3)cc1
  61	76	99	86	66	68	106	99	102
49) COc1cc(C2C(C(=O)Nc3ccccn3)=C(C)NC(C)=C2C(=O)Nc2ccccn2)cc(CN2CCOCC2)c1O
  102	110	111	104	103	106	95	104	92
50) Cc1cn(-c2cccc(NC(=O)c3ccc(C)c(Nc4nccc(-c5cccnc5)n4)c3)c2)cn1
  -18*	-13*	11	-43*	32	nt	nt	20	-43*
51) Cc1c([N+](=O)[O-])cc(N2C(=O)C=CC2=O)cc1[N+](=O)[O-]
  54	108	45	82	101	104	113	71	106
52) COc1ccc(-c2nc(SCC(C)C)nc(N/N=C\c3ccc([N+](=O)[O-])cc3)c2C#N)cc1
  108	99	107	98	100	85	100	104	102
53) CC(=O)Nc1ccc(N=Nc2c(S(=O)(=O)O)cc3cc(S(=O)(=O)O)cc(NC(C)=O)c3c2O)cc1
  90	108	88	106	111	120	117	108	105
54) c1ccc(Cn2cc(COc3ncnc4sc5c(c34)CCCC5)nn2)cc1
  80	102	109	101	98	92	97	100	102
55) Cc1[nH]c(C2CC(c3ccc(C(F)(F)F)c(F)c3)=NN2c2ccccc2)c(C)c1C(=O)O (stereo unspecified)
  88	94	118	95	88	76	96	97	79
56) Cc1ccc(-c2cc(Cc3c(Cl)cccc3Cl)c(=O)n(CN3CCNCC3)n2)cc1C
  86	103	123	nt	100	98	101	104	95
57) COC(=O)C[C@](O)(CCCC(C)(C)O)C(=O)O[C@H]1C(OC)=C[C@@]23CCC(=O)N2CCc2cc4c(cc2[C@@H]13)OCO4
  78	44	118	94	101	98	112	92	79
58) CC(=O)O[C@H]1[C@H](CC#CC#CC[C@@H]2C[C@]3(C)[C@H]4CC=C5[C@H]6[C@@H](C)[C@H](C)CC[C@]6(C(=O)NCCCCN)CC[C@@]5(C)[C@]4(C)CC[C@H]3C(C)(C)[C@H]2OC(C)=O)C[C@]2(C)[C@H]3CC=C4[C@H]5[C@@H](C)[C@H](C)CC[C@]5(C(=O)NCCCCN)CC[C@@]4(C)[C@]3(C)CC[C@H]2C1(C)C
  99	101	105	96	102	107	99	97	94
59) Cc1ccc(-c2nc(Nc3ccccc3S(N)(=O)=O)c3ccccc3n2)cc1
  81	70	99	95	68	40	80	86	59
60) O=C(NC1CCCCC1)c1ccc2c(c1)nc(-c1ccccc1)n2C1CCCCC1
  74	94	68	23	95	23	94	102	107

Quoted at random: 6 entries already listed
Sequence of screens – NCI-H522	NCI-H460	COLO 205	HT29	NCI-H23	HCT-15	NCI-H322M	SW-620	NCI-H226
53) CC(=O)Nc1ccc(N=Nc2c(S(=O)(=O)O)cc3cc(S(=O)(=O)O)cc(NC(C)=O)c3c2O)cc1
  90	108	88	106	111	120	117	108	105
51) Cc1c([N+](=O)[O-])cc(N2C(=O)C=CC2=O)cc1[N+](=O)[O-]
  54	108	45	82	101	104	113	71	106
43) COc1ccc(NC=O)cc1
  98	98	116	109	97	107	100	111	102
34) CC(=O)N1N=C(c2ccc3c(c2)OCO3)CC1c1c(C)nn(-c2ccccc2)c1N(C)Cc1ccccc1 (stereo unspecified)
  nt	79	79	50	87	79	90	86	76
48) COc1ccc(Cn2nc(-c3ccc(OC)cc3)c3c2CCc2cnoc2-3)cc1
  61	76	99	86	66	68	106	99	102
57) COC(=O)C[C@](O)(CCCC(C)(C)O)C(=O)O[C@H]1C(OC)=C[C@@]23CCC(=O)N2CCc2cc4c(cc2[C@@H]13)OCO4
  78	44	118	94	101	98	112	92	79

Later entries.
Sequence of screens – NCI-H522	NCI-H460	COLO 205	HT29	NCI-H23	HCT-15	NCI-H322M	SW-620	NCI-H226
61) COc1cccc(/C=N/NC(=O)N/N=C/c2cccc(OC)c2O)c1O
  39	45	125	72	65	32	76	95	100
62) Cc1ccc(C2=Nn3c(Cc4ccccc4)nnc3SC2)cc1
  85	101	99	96	94	58	94	88	95
63) CCOC(=O)C(=O)Cc1cccnn1
  97	116	102	101	101	102	109	109	95
64) COC(=O)[C@]1(C)CCC[C@]2(C)[C@H]3C[C@@H]4[C@H]5[C@@H]6C/C(=C\c7cccnc7)C(=O)[C@H]5[C@@]3(CC[C@H]21)CC4(C(C)C)O6
  80	100	114	90	91	86	99	93	90
65) CCCCCCc1nc2c(c(=O)n(C)c(=O)n2C)n1C
  88	105	102	100	103	106	98	106	94
66) CCOc1ccccc1/C=C1\NC(=O)NC1=O
  73	103	110	92	95	105	110	106	96
67) O=C1CCC23OC=CC2C2(Nc4ccccc4NC2=O)c2cc(Br)ccc2N13 (stereo unspecified)
  93	110	118	109	93	98	96	106	99
68) COc1ccc2c(c1)sc1nc(-c3ccccc3)c(-c3cccnc3)n12
  -23*	102	128	91	88	85	113	97	103
69) CCCCCN(/C=C\c1cc(Cl)ccc1OC)CCCCC
  99	103	94	101	100	97	92	98	92
70) CN[C@@H]1[C@H](OC2[C@H](O[C@H]3[C@H](O)[C@@H](O)[C@H](N=C(N)N)[C@@H](O)[C@@H]3N=C(N)N)O[C@@H](C)[C@]2(O)C=O)O[C@@H](CO)[C@H](O)[C@H]1O (stereo partly specified)
  89	110	99	99	97	92	nt	96	91
71) O=C1Nc2ccccc2C/C1=C/c1nc2ccccc2c(=O)[nH]1
  100	99	110	109	92	91	93	94	89
72) COc1ccc(/C=C/C(=O)c2ccc(NC(=O)c3cc4cc5cc(C)ccc5nc4s3)cc2)cc1OC
  93	101	100	105	92	96	89	105	97
73) COc1cc(-c2c3c(cn2CCN2CCCCC2)-c2oncc2CC3)cc(OC)c1OC
  91	101	103	84	99	98	110	95	90
74) NS(=O)(=O)c1ccc(Nc2nc(SCC(=O)c3ccc(F)cc3)nc3ccccc23)cc1
  42	36	77	63	42	25	59	51	50
75) Cc1cc(C)c(N2C(=O)CC(Nc3ccc(Cl)cc3Cl)C2=O)c(C)c1 (stereo unspecified)
  94	105	124	107	104	102	100	102	107
76) COc1ccccc1/C=C(/C(=O)c1ccccc1)c1ccccc1
  106	94	122	110	95	93	115	101	107
77) COc1cc(/C=C2\C(=O)N(CCCn3c4ccccc4c(=O)c4ccccc43)c3ccccc32)cc(OC)c1O
  43	57	123	25	65	50	80	54	84
78) NC(=O)N1c2ccccc2CC(=O)c2ccccc21
  107	117	110	102	100	98	117	110	108
79) CC(=O)N1C(=O)/C(=N\N=C\c2cccs2)c2cc(F)ccc21
  84	101	119	106	92	100	100	100	90
80) Cc1ccc(S(=O)(=O)Nc2ccc(-c3cc(-c4cccc(C)c4)c(C#N)c(N)n3)cc2)cc1
  70	96	118	93	86	75	94	84	80

Rows are unselected; overall some 12% were active at least once.
